Screening data: PubChem BioAssay, several laboratories
S1P4 agonist: S1P4 receptor agonists, primary screen, cell-based. Sphingosine 1-phosphate receptor 4 (Homo sapiens), O95977. S1P4-expressing cell line, agonist reporter assay. activation, % at 4.98 µM. 220,000 compounds, 0.35% hits; in the data active means activation above about 11%;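 further: 0% = DMSO vehicle and 100% = reference agonist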
S1P4 antag: S1P4 receptor antagonists, primary screen, cell-based | Sphingosine 1-phosphate receptor 4 (Homo sapiens), O95977 | S1P4-expressing cells, antagonist mode, reporter read-out | inhibition, % at 4.98 µM | 220,000 compounds, 0.26% hits; in the data active means inhibition above about 29%;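 further: 0% = wells stimulated with agonist and 100% = vehicle wells without agonist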
NPY1 pot ag: NPY-Y1 receptor potentiators or agonists, primary screen, cell-based; Neuropeptide Y receptor type 1 (Homo sapiens), P25929; NPY-Y1 expressing cells, potentiator/agonist activation; activation, % at 3.6 µM; 220,000 compounds, 0.37% hits; in the data active means activation above about 33%, passing the limit was not always enough;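 further: cells stimulated with NPY at EC10 then isoproterenol at EC100; 0% = low agonist plus stimulus and 100% = saturating agonist plus stimulus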
zfTRPN1 agonist: zebrafish TRPN1 channel agonists, primary screen, cell-based, HEK293, calcium fluorescence; HEK293 zebrafish TRPN1-YFP, Fluo-8 calcium fluorescence; 100% = response to 87 µM carbachol; transient receptor potential cation channel N1 (TRPN1/NompC), Danio rerio; activation, % at 3 µM; 220,000 compounds, 0.18% hits; AID 1424, 2008;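 active means activation above its plate's cutoff, the mean activation of test wells on that plate plus 3 SD, cut at about 19% in these data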;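 further: 0% = DMSO alone and 100% = 87 µM carbachol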
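System: zebrafish TRPN1-YFP in HEK293 cells / Dosing: 3 µM single point / Timing: dye loading 1 h at 37 °C, then 30 min room temperature / Signal: Fluo-8 calcium fluorescence, excitation 470-495 nm, emission 515-575 nm / Read-out basis: percent activation from peak over basal fluorescence ratio, control-normalized / Control set: high carbachol 87 µM, low DMSO alone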
NPY-Y2 PAM-ag: NPY-Y2 potentiators or agonists, primary screen, cell-based; Neuropeptide Y receptor type 2 (Homo sapiens), P49146; cells expressing NPY-Y2, potentiator/agonist read-out; activation, % at 3.6 µM; 220,000 compounds, 0.45% hits; in the data active means activation above about 27%;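 further: cells stimulated with NPY near EC25 plus isoproterenol at EC100; 0% = vehicle plus submaximal agonist and 100% = vehicle plus saturating agonist; some results beyond the cut were filed as inactive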
EP2 modulator: EP2 receptor modulators, cAMP readout, primary screen, cell-based, HTRF cAMP, PGE2 stimulation; 260,000 compounds, 0.83% hits; induction, % at 25 µM; AID 940, 2007; EP2-expressing cells, cAMP HTRF FRET, PGE2 co-stimulation; Prostaglandin E2 receptor EP2 subtype (Homo sapiens), P43116;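 active means compounds whose cAMP rise, as percent of the full-agonist control response, exceeds 60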;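 further: rat C6 glioma line stably carrying human EP2 under a CMV promoter; the protocol text gives 20 µM as final concentration; 100% = response of wells given 1 µM PGE2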
Target sequence (P43116 whole entry, looked up): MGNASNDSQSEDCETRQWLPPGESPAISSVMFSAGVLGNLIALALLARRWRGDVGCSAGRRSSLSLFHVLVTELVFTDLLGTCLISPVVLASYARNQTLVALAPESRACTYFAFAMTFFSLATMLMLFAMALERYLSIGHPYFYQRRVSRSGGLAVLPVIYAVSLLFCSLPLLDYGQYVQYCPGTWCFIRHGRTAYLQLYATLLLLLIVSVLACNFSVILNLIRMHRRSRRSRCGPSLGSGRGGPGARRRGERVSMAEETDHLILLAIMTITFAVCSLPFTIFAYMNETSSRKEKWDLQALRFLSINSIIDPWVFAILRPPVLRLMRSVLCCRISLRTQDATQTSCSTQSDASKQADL
TRPML3 agonist: human TRPML3 channel agonists, primary screen, cell-based, HEK293 TRPML3-YFP, Fluo-8 calcium fluorescence, 3 µM; Mucolipin-3 (Homo sapiens), Q8TDD5; 100% = the carbachol control signal; activation, % at 3 µM; 220,000 compounds, 0.29% hits;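 active means activation above its plate's cutoff, the mean activation of the plate's test wells plus 3 SD, cut at about 12% in these data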;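 further: 0% = DMSO only wells and 100% = carbachol wells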
Target sequence (Q8TDD5 whole entry, looked up): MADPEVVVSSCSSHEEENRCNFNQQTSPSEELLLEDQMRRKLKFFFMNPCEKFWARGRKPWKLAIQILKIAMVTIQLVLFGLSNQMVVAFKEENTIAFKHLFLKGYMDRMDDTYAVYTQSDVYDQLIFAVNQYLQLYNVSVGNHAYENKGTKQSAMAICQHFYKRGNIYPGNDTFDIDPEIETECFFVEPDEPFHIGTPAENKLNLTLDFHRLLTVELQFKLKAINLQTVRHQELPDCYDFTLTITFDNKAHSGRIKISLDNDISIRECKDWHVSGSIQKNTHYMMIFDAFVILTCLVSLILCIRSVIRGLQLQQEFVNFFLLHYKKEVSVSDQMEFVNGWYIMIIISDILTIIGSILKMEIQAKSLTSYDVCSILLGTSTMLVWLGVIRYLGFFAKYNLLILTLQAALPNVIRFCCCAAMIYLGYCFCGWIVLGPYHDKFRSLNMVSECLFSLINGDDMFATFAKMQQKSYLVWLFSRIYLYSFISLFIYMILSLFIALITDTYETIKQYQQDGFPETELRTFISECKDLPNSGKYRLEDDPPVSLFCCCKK
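Material: TRPML3-YFP stable HEK293 cells | Dosing: One concentration, 3 µM nominal, 0.3% DMSO | Timing: 125 s total fluorescence read per well | Technique: Fluo-8 calcium dye fluorescence, ex 470-495, em 515-575 nm | Measure: Percent activation from peak-to-basal fluorescence ratio, scaled between DMSO and carbachol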
NPY Y1 blocker: NPY-Y1 receptor antagonists, primary screen, cell-based; HEK293-CNG Y1 cells, membrane potential fluorescence; NPY at EC95, then isoproterenol; AID 1040, 2008; inhibition, % at 3.6 µM; 200,000 compounds, 1% hits; Neuropeptide Y receptor type 1 (Homo sapiens), P25929;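 active means inhibition above the campaign mean inhibition of all tested compounds plus 3 SD, cut at about 20% in these data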;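 further: 0% = DMSO wells given NPY plus isoproterenol and 100% = isoproterenol alone without NPY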
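Test system: HEK293 cells co-expressing NPY Y1 receptor and cyclic-nucleotide gated channel; Also added: NPY (25 nM), isoproterenol (1 µM), Ro 20-1724 (25 µM); Compound dosing: one concentration, 3.6 µM, in 0.4% DMSO; Timing: dye 3 h, compound 60 min room temperature, stimulation 45 min; Technique: Membrane-potential fluorescent dye readout.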
CHOP inhibitor: inhibitors of CHOP promoter induction, primary screen, cell-based, unfolded protein response, luciferase reporter. CHO-K1 CHOP-promoter luciferase, tunicamycin-induced, 15-18 h. inhibition, % at 10 µM. 220,000 compounds, 3.8% hits;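 active means compounds that reduced the stress-induced luciferase reporter signal by more than about 70% of percent inhibition, limit read from the data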;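 further: 0% = tunicamycin plus vehicle and 100% = wells without tunicamycin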
* = called active by the depositor; . = not tested or not shown; & = joins results of further samples.

no.	smiles	S1P4 agonist	S1P4 antag	NPY1 pot ag	zfTRPN1 agonist	NPY-Y2 PAM-ag	EP2 modulator	TRPML3 agonist	NPY Y1 blocker	CHOP inhibitor
1	COc1ccc(NS(=O)(=O)c2ccc(O)c(C(=O)OCC(=O)NC3CCCCC3)c2)cc1	-2.3	-3	2	-0.9	-11	25	-1.9	2	2
2	O=C(CSc1nnc(NC(=O)c2ccccc2F)s1)Nc1ccccc1F	1.1	-2	-23	1.4	-29	-2	1.6	8	6
3	CCOC(=O)c1ccc(N2C(=O)CC(N3CC(C)OC(C)C3)C2=O)cc1 (stereo not drawn)	-0.7	-11	-2	1.2	-13	3	-0.1	2	24
4	COc1cccc(CC(=S)N2CCOCC2)c1	2.1	-22	7	0.8	-1	-4	0.6	1	7
5	CCOC(=O)C1CCN(Cc2coc3c(Cl)cc(Cl)cc3c2=O)CC1	-0.6	-13	7	-0.5	3	-29	0.0	2	-4
6	C/C(=N\NC(=O)c1nn(C)cc1Br)c1cccc(NC(=O)C2CCCC2)c1	-1.7	11	-23	-0.5	-12	11	0.7	5	-1
7	CCCc1ccc(S(=O)(=O)Nc2ccc(C)c(NS(C)(=O)=O)c2)cc1	0.4	12	5	3.9	-3	-9	1.2	.	27
8	COc1ccc(Oc2ccc(N/C=C3\CCCC3=O)cc2)cc1	1.1	-25	-1	-1.8	-5	-7	0.4	-1	32
9	COc1ccc(NC(=O)CCC(=O)N/N=C/c2cn(C)nc2C)cc1	-2.6	4	4	1.2	0	-6	0.4	.	4
10	Cc1ccc(C)c(NC(=O)COc2cccc3c2CCN(Cc2ccccc2C)C3=O)c1	-1.2	-6	12	0.1	-2	22	0.5	-5	19
11	O=C(Nc1cc(SCCO)cc([N+](=O)[O-])c1)c1ccco1	2.2	0	2	-1.8	10	-4	-0.1	2	12
12	FC(F)(F)c1cc(N2CCOCC2)nc(-c2ccccc2)n1	0.9	-6	4	-0.9	-9	18	0.7	1	37
13	CC1CN(C(=O)CSc2nc(-c3ccccc3)cs2)CC(C)O1 (stereo not drawn)	2.0	1	9	0.6	-7	20	0.9	-5	13
14	CC1(C)Cc2c(sc(NC(=O)c3ccco3)c2C(=O)O)CO1	0.8	4	-22	-0.5	-1	-12&-8	0.5	3	-3
15	O=C(CC(=O)NN=C1CCCCCC1)NCc1cccnc1	2.0	-9	10	1.0	-9	13	-0.2	-2	7
16	C/C(=N\N(Cc1ccccc1)c1ccccc1)c1ccncc1	0.6	3	-4	-2.0	9	75*	-0.4	1	31
17	Cn1c(=O)oc2cc(S(=O)(=O)N3CCCC(C(=O)Nc4ccccn4)C3)ccc21 (stereo not drawn)	3.0	-11	14	2.0	0	9	0.7	1	-27
18	S=c1[nH]nc(-c2ccc(Cl)cc2)n1-c1ccc2c(c1)OCCO2	1.4	-13	-11	0.2	5	2	0.1	8	-3
19	CN(CCOC(=O)c1cccc(Br)c1)C(C)(C)C	-0.1	-3	-2	-0.6	7	-5	0.8	10	-4
20	O=C(NCc1ccco1)c1ccc(N2CCCC2=O)cc1	0.1	-14	7	0.6	7	21	0.4	0	-21
21	O=C(COC(=O)c1ccco1)NCc1ccc(F)cc1	0.4	3	12	0.6	7	-3&36	-0.6	2	-2
22	O=c1c2ccccc2nc(-c2cccs2)n1-c1cccc2ccccc12	1.7	-19	5	-1.9	15	62*	-0.6	-2	15
23	Cc1cc(SCC(=O)NN)c2cc(Br)ccc2n1	-2.2	-6	23	-1.2	-23	-1	0.2	.	-2
24	CCOc1ccc(S(=O)(=O)/N=C(\N)c2ccccc2)cc1	1.2	8	-3	4.0	12	-19	1.6	.	13
25	COc1ccccc1C(=O)Nc1cccc(-c2cn3ccsc3n2)c1	-0.3	-31	-23	1.7	-18	-22	1.2	7	-42
26	COC(=O)c1nc2n(n1)C(c1ccc(OC)c(OC)c1OC)C1=C(CCCC1=O)N2 (stereo not drawn)	2.1	-15	-9	1.6	9	5	0.9	-3	-4
27	CCCNC(=O)C1CCN(S(=O)(=O)c2ccc(-c3nn[nH]n3)cc2)CC1	0.2	-1	-5	-0.1	2	-45&10	0.6	4	6
28	CC1=CC(=O)CC(C)(C)C1(O)/C=C/C(C)=C/C(=O)O (stereo not drawn)	1.8	-4	6	4.3	-8	13	0.9	.	10
29	COc1ccccc1CNC(=O)C1COc2ccccc2O1 (stereo not drawn)	0.3	2	-23	0.2	-14	-14	-0.7	-1	-13
30	O=C(Nc1ccccc1)N1CCC(C(=O)N2CCN(S(=O)(=O)c3cccc(F)c3)CC2)CC1	-0.2	11	19	0.7	2	.	0.9	-1	.
31	CC(C)Oc1ccc(C(CC(=O)O)n2cnnn2)cc1 (stereo not drawn)	0.2	-30	9	-0.3	8	23	0.5	-1	0
32	Cc1ccc2c3c1C1(C(=O)N3C(C)(C)CC2C)C(C#N)=C(N)Oc2cc(O)ccc21 (stereo not drawn)	1.6	7	39	-1.1	28	4	-0.9	4	35
33	CC1(C)CC(=O)C2=C(C1)OC(N)=C(C#N)C2c1cccs1 (stereo not drawn)	1.2	-8	11	-0.6	9	20	-0.1	1	-4
34	COc1ccc(-c2noc(CN(C)CCC3CCCCO3)n2)cc1 (stereo not drawn)	-0.1	-5	-39	1.5	-7	2	1.6	6	-11
35	CC1(C)CC2(CCCN3C(=O)CSC32)CCS1 (stereo not drawn)	0.1	-8	2	1.8	8	-11	0.6	-1	15
36	O=C(O)CCC(C(=O)O)n1c(O)c(C2=c3ccccc3=NC2=O)sc1=S (stereo not drawn)	0.6	-17	7	-0.3	-6	6	1.2	4	35

Values by screen from above:
S1P4 antag, entries 26–35, in order: -15, -1, -4, 2, 11, -30, 7, -8, -5, -8

The listing continues.
no.	smiles	S1P4 agonist	S1P4 antag	NPY1 pot ag	zfTRPN1 agonist	NPY-Y2 PAM-ag	EP2 modulator	TRPML3 agonist	NPY Y1 blocker	CHOP inhibitor
37	Cc1cccc(N2CC(c3nc4ccccc4[nH]3)CC2=O)c1 (stereo not drawn)	-1.8	-6	-5	0.0	-1	-30	1.4	2	5
38	O=C(COC(=O)c1ccc(Cl)c(Cl)c1)Nc1cccnc1Cl	0.1	5	-11	0.0	-9	-14	0.9	0	20
39	CCn1cc([N+](=O)[O-])c(C(=O)N2N=C3/C(=C/c4cccs4)CCCC3C2c2cccs2)n1 (stereo not drawn)	2.2	-35	0	-0.2	-10	14	-1.1	-5	43
40	NC(=O)NOCc1ncc(C(F)(F)F)cc1Cl	0.8	-6	-13	0.6	-16	34	0.1	9	23
41	CC(C)N(CCNS(=O)(=O)c1ccc(Cl)cc1)C(C)C	3.6	-8	15	0.5	-15	5	0.7	3	4
42	CS(=O)(=O)c1ccc(-c2nn[nH]n2)cc1	0.5	0	-11	-0.1	4	20&1	0.5	3	-2
43	COc1ccc2c(c1)C(=O)N(c1ccc(C)cc1C)C(=O)C2	0.1	-2	1	1.7	11	33	1.2	-1	7
44	CC(=O)OCCNC(=O)c1cc2ccccc2oc1=O	-0.7	6	2	-1.4	-6	18	0.9	1	14
45	Cc1cc(C)nc(NC(=O)C(C)N2C(=O)c3ccccc3C2=O)n1 (stereo not drawn)	-1.1	-10	-2	0.4	10	3	0.9	1	18
46	O=C(Nc1ccccc1)N1CCNCC1	2.1	4	5	-0.4	-1	8	0.2	.	-3
47	COc1ccc(C(=O)O)cc1S(=O)(=O)N(CCc1ccccc1)Cc1ccccc1	0.4	-2	11	2.3	-24	23	0.7	.	4
48	Cc1ccc(C(=O)NS(=O)(=O)c2ccccc2)cc1	-0.9	4	-4	1.5	2	33	1.1	1	-16
49	COc1ccccc1NC(=O)COc1cc(Br)c(CNCCCN2CCOCC2)cc1OC	-1.0	-14	-20	-0.7	-23	-55	0.3	1	-19
50	CC(=O)NC1=NN(C(C)=O)C(C)(c2ccc(Br)cc2)S1 (stereo not drawn)	3.2	-37	3	1.8	17	-12	1.3	1	-14
51	c1ccc(-c2noc(-c3ccccc3-c3ccccc3)n2)cc1	1.0	-10	-61	-1.1	-21	51	-0.1	10	-28
52	CCn1c(CNC(=O)c2cccs2)nnc1SCC(=O)Nc1ccc(Cl)cc1	-2.0	18	-4	-1.7	13	9	-0.1	5	20
53	Cc1[nH]c2ccccc2c1C(O)c1ccncc1 (stereo not drawn)	3.1	-8	8	2.0	-9	15	0.6	4	11
54	O=C(COc1cccc2cccnc12)N/N=C1\SCC(=O)N1Cc1ccco1	3.3	-14	-13	1.4	3	-3	0.2	-2	6
55	O=C(O)C1CC=CCC1C(=O)NCCc1csc(-c2ccccc2)n1 (stereo not drawn)	1.7	-1	5	-0.7	2	29	0.1	0	-6
56	CCCCn1nnnc1NCc1cccs1	1.7	7	-6	1.6	5	-4	0.6	5	-1
57	O=C(Nc1ccc(Cl)cc1)N(Cc1nnc2n1CCCCC2)c1ccccc1	-0.6	9	27	-0.3	-2	20	-0.2	-10	1
58	Cn1c(C(=O)NCCCN2CCc3ccccc3C2)cc2c(=O)n(C)c3ccccc3c21	-1.9	15	-12	-0.8	-18	-4	-0.1	5	59
59	Nc1nnc(SCc2c(F)cccc2Cl)s1	-0.4	-8	11	0.0	3	-10	0.8	.	19
60	COC(=O)C1=CO[C@@H](OC2OC(CO)C(O)C(O)C2O)[C@@H]2C(CO)=CC[C@H]12 (stereo partly drawn)	1.4	3	-5	0.9	9	25	0.7	1	4
61	Cc1cc2c(s1)CCCCC(=O)N2	-1.4	3	-16	-0.2	-10	31	0.8	-5	31
62	O=C1CSC(c2ccccc2)N1c1nnc(C23CC4CC(CC(C4)C2)C3)s1 (stereo not drawn)	-1.0	-15	6	-0.4	15	6	-0.3	-1	-44
63	COc1ccccc1NC(=O)CCSc1nnc(-c2ccc(O)cc2)o1	-0.7	5	-18	1.7	0	-8	0.4	-2	32
